Compound activity: PubChem BioAssay, several laboratories
NPR1 activator = GC-A (human) enzyme activation. activation, % at 10 µM. hit rate 0.14% among 370,000. HEK293 GC-A cells, cGMP TR-FRET, EC30 ANP; 0% at EC30 ANP, 100% saturating ANP. P16066; in the data active means activation above about 40%
Target sequence (P16066 whole entry, looked up): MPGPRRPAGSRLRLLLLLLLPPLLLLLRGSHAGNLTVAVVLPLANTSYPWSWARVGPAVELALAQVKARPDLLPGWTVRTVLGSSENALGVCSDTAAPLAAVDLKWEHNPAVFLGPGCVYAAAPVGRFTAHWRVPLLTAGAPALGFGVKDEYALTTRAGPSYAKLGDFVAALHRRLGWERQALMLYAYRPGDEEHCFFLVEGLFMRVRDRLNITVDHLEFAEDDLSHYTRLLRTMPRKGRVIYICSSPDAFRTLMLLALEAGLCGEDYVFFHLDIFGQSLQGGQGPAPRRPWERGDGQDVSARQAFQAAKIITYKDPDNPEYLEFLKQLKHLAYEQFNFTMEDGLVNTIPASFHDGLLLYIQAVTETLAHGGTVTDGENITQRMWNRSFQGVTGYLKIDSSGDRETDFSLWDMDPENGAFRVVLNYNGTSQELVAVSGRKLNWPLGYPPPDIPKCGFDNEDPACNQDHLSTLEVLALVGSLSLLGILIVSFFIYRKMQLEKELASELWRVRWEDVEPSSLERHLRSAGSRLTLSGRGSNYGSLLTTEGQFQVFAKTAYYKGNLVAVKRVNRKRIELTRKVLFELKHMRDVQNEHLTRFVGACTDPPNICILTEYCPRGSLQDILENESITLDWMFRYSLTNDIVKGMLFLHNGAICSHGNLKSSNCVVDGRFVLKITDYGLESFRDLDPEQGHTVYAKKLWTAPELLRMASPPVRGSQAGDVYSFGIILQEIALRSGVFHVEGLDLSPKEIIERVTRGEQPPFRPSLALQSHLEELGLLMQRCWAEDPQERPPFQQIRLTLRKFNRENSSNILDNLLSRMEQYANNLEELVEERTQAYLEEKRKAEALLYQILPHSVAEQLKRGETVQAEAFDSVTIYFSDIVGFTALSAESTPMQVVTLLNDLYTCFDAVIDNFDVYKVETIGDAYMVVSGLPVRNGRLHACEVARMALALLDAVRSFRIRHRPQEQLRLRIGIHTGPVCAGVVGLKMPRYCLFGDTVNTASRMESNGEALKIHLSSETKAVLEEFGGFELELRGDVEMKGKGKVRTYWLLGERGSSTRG
NR1D1 modulator = Rev-erb alpha (human) modulation | P20393 | Rev-erbα–FITC-DNA binding, fluorescence polarization, 90 min | activity, % at 10 µM | hit rate 0.79% among 370,000 | AID 1259318;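 active means activity above about 14%, limit read from the data; passing the limit was not always enough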;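 further: 0% = DMSO wells with 35 nM protein and 100% = DMSO wells with 750 nM protein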
rCAG binder = molecules binding r(CAG) RNA repeats; r(CAG) RNA repeat, TO-PRO-1 dye displacement fluorescence; inhibition, % at 3 µM; hit rate 1.3% among 370,000;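 active means inhibition above the plate cutoff, the mean of all test compounds on that plate plus 3 SD, cut at about 35% in these data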;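 further: 0% = DMSO alone and 100% = 100 µM mitoxantrone as full dye displacement; higher means more dye released from RNA so lower well fluorescence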
HTRA1 inh = blocks human HTRA1 serine peptidase; hit rate 0.5% among 340,000; AID 504803; inhibition, % at 5.96 µM; recombinant HTRA1, FP-rhodamine activity-based probe, fluorescence polarization; Q92743; in the data active means inhibition above about 36%;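 further: 0% = enzyme with DMSO and 100% = wells lacking enzyme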
SMARCA2 act = SMARCA2 function activation, primary screen; hit rate 1% among 370,000; MG213 cells, MMTV-luciferase reporter, dexamethasone, overnight; activation, % at 9.1 µM; in the data active means activation above about 7.8%;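 further: 0% = vehicle wells and 100% = reference activator wells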
ARFGAP1 inhibitor = inhibits rat ARF GTPase activating protein 1; inhibition, % at 16.5 µM; AID 651572; Q62848; Arfgap1-stimulated ARF1 GTP hydrolysis, GDP FP detection; hit rate 0.26% among 360,000;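 active means inhibition above a per-plate limit, mean inhibition of low control wells plus 3 SD, cut at about 25% in these data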;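 further: 0% = DMSO wells with enzyme and 100% = wells lacking Arfgap1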
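Material: truncated rat Arfgap1 GAP domain; Incubation: compound-enzyme preincubation 20 min, reaction 120 min, detection 60 min, 25 °C; Read-out: percent inhibition of Arfgap1-stimulated GTP hydrolysis; Technique: FP, GDP Alexa 633 tracer displaced from anti-GDP antibody, 620/688 nm; Controls: No-Arfgap1 wells (100%) versus DMSO full-reaction wells (0%); Replication: single well per compound.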
ABHD4 inh = inhibits mouse alpha/beta hydrolase domain 4; Q8VD66; purified mABHD4, FP-Rh probe fluorescence polarization; inhibition, % at 8.92 µM; hit rate 0.54% among 370,000; AID 720543;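 active means inhibition exceeding the mean over every tested compound plus 3 SD, cut at about 30% in these data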;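 further: 0% = plate median of compound wells and 100% = S159A mutant with DMSO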
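Test system: mABHD4 protein | Buffer or medium: HEPES pH 7.0 buffer, 150 mM NaCl, 0.01% Pluronic F-127 | Probe or stimulus: FP-Rh fluorescent activity-based probe, added after compound pre-incubation | Timing: Pre-incubation 45 min, probe exposure 60 min, at 25 °C | Technique: Fluorescence polarization, excitation 525 nm, emission 598 nm, BODIPY TMR filters | Repeats: Single well per compound (singlicate)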
ASAP1 GAP inh = ASAP1 ArfGAP inhibition. Q9ULH1. ASAP1-stimulated ARF1 GTP hydrolysis, GDP FP detection. inhibition, % at 16.5 µM. hit rate 0.19% among 360,000; in the data active means inhibition above about 25%;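 further: 0% = vehicle with enzyme and substrate and 100% = no enzyme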
PG9 Ab binder = small molecules binding HIV-1 gp120 antibody PG9. TR-FRET gp120-PG9 antibody binding. inhibition, % at 6.7 µM. hit rate 0.43% among 360,000. AID 624416; in the data active means inhibition above about 8.5%
NPR2 activator = GC-B (human) receptor activation; HEK293-GC-B cells, CNP EC30, cGMP TR-FRET; 0% at EC30 CNP, 100% saturating CNP; hit rate 0.11% among 370,000; AID 1920062; activation, % at 10 µM;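 active means activation at 10 µM reaching about 35% in either raw or pattern-adjusted values, limit read from the data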
* marks the source's active call; other numbers are inactive results; . = not tested or not shown.

SMILES	NPR1 activator	NR1D1 modulator	rCAG binder	HTRA1 inh	SMARCA2 act	ARFGAP1 inhibitor	ABHD4 inh	ASAP1 GAP inh	PG9 Ab binder	NPR2 activator
CC(=O)N1CC(C)Oc2ccc(S(=O)(=O)NC(CC(=O)O)c3ccc(C)cc3C)cc21 (stereo unspecified)	2	-1	6	1	0	5	3	-1	-2.5	2
COC(=O)c1ccc(CSc2nnc(NC(C)C)s2)o1	0	-1	-4	6	-1	4	-4	9	-2.0	-2
Cn1c(C(=O)N[C@@H](Cc2ccccc2)C(=O)O)cc2cc(Cl)ccc21	0	-4	26	-12	6	-1	5	-5	1.5	2
Cc1c(OCC(=O)N2C[C@H]3C[C@@H](C2)c2cccc(=O)n2C3)ccc2c3c(c(=O)oc12)CCC3	6	3	16	-2	0	6	-2	13	-1.4	0
Cc1ccc(OCCC(=O)Nc2ccc(C)c(S(=O)(=O)N3CCOCC3)c2)cc1	-1	0	3	4	-2	10	-7	-3	-2.2	0
CCN(CC(=O)Nc1ccc2c(c1)OCCO2)C(=O)c1cc(Cl)nc2ccccc12	2	0	1	4	-2	-1	-3	-14	-1.8	6
COc1cccc(CNC(=O)c2ccc(CS(=O)Cc3ccc(C)cc3)o2)c1 (stereo unspecified)	-4	-2	-7	7	-2	1	2	0	-0.5	1
O=C(CCS(=O)(=O)Cc1ccccc1)Nc1nncs1	1	2	6	8	-2	-6	-3	-4	-0.6	-3
N#Cc1nc(COc2ccccc2)oc1N1CCCCC1	1	4	-1	-7	1	0	-4	-8	-1.5	-2
CCN(C(=O)c1ccc2c(c1)OCO2)C1CCS(=O)(=O)C1 (stereo unspecified)	1	1	3	2	1	10	-1	-3	-0.5	-1
Nc1cccc(CP(=O)(c2ccccc2)c2ccccc2)c1	2	3	1	-5	0	-2	1	-9	0.4	-4
CC(c1ccccc1)N1CCc2[nH]c(=S)[nH]c(=O)c2C1 (stereo unspecified)	-4	-1	1	6	-1	-13	-2	12	-0.6	-2
CCCCN(C(=O)c1cc(-c2ccncc2)nc2ccccc12)c1c(N)n(CC(C)C)c(=O)[nH]c1=O	-4	5	7	2	7.9*	-1	2	-5	-1.5	-1
Cc1c(O)ccc(NS(=O)(=O)c2ccccc2)c1C	-2	-1	-2	-1	-2	5	-3	-12	-2.0	3
COC(=O)CCCNC(=O)CC1C(=O)NCCN1Cc1ccoc1 (stereo unspecified)	1	-5	-3	-2	-1	-7	1	-24	-0.5	1
COc1ccc2cc(S(=O)(=O)NCc3cccnc3)ccc2c1	2	7	-1	-2	-3	-8	-12	5	2.1	6
COc1ccc(C2C(C(=O)Nc3cc(Cl)ccc3F)CCC(=O)N2c2ccc(OC)cc2)cc1 (stereo unspecified)	-7	1	0	.	2	.	1	.	.	-4
N#Cc1cncc(-c2ccc3c(c2)OCCOCCOCCOCCOCCO3)n1	6	-6	-7	1	1	1	-5	4	0.7	0
Cc1cc2c(nc1C)CCCN2S(=O)(=O)c1ccccc1	3	-8	0	.	-9	-11	6	4	1.0	7
CCN1CCN(c2oc(COc3ccc(Cl)cc3)nc2C#N)CC1	5	0	-3	-2	-3	11	3	8	-1.6	3
O=C(Cc1cccc(C(F)(F)F)c1)NCC(=O)Nc1cc(Cl)ccc1Cl	-2	1	1	-12	-4	-2	-4	-10	-2.2	0
CCOc1ccc(NC(=O)NC(C)CC)cc1 (stereo unspecified)	3	-1	-3	2	-1	-4	-1	-13	0.5	0
Cc1ccc(C(C(=O)NC2CCCC2)N(C(=O)c2csnn2)C2CCCC2)o1 (stereo unspecified)	-5	2	-3	-2	-2	-1	7	11	1.6	0
CCOC(=O)c1ccccc1-n1c(C)cc(C2N=C(N)Nc3nc4ccccc4n32)c1C (stereo unspecified)	-2	-2	18	1	-2	12	2	10	-1.4	-2
CC(C)(C)C1CCC(C(=O)OCC(=O)N2CCOCC2)CC1 (stereo unspecified)	1	0	-6	-1	1	0	2	11	-1.2	1
SMILES	NPR1 activator	NR1D1 modulator	rCAG binder	HTRA1 inh	SMARCA2 act	ARFGAP1 inhibitor	ABHD4 inh	ASAP1 GAP inh	PG9 Ab binder	NPR2 activator
COC(=O)c1c(NC(=O)Cc2cccs2)sc(C(=O)NC2CCCCC2)c1C	16	12	-4	1	4	17	-2	8	0.9	1
Cc1ccc(NS(=O)(=O)c2ccc3oc(=O)ccc3c2)cc1Cl	-1	6	8	-16	-2	2	2	1	-1.4	-1
COc1ccccc1NC(=O)Cn1cnc2c(cnn2-c2ccccc2)c1=O	0	-4	0	6	2	-1	-7	-4	1.0	2
COc1cc(C(=O)NCC2CCCO2)ccc1OCc1ccccc1 (stereo unspecified)	1	1	-5	2	-3	-10	-2	-1	-1.0	-1
CC1CC(O)(CC(O)(c2ccccc2)c2ccccc2)C(C)CN1C (stereo unspecified)	-25	2	6	3	-3	14	-4	23	-1.3	-6
O=C1CC(c2ccccc2)c2ccc(O)cc2O1 (stereo unspecified)	29	5	-2	14	-1	3	6	1	0.7	5
N#Cc1ccc(Oc2cccc3cccnc23)c([N+](=O)[O-])c1	-8	-3	-33	-1	1	20	5	11	-0.2	-9
Cc1ccc(-n2ncc3c(SCC(=O)Nc4cc(C)on4)ncnc32)c(C)c1	-1	-3	-1	-1	0	11	-4	5	-2.1	-10
CSCCNC(=O)Nc1c(-c2c(Cl)cccc2Cl)noc1C	3	-2	0	-1	-9	7	-4	-1	0.3	1
CCOc1cccc(-c2ccc3nncn3c2)c1	-2	-1	-3	.	-5	-6	1	-6	-0.3	-3
CC(C)NC(=O)C1C(c2ccc(C(F)(F)F)cc2)=Nc2ccccc2N1C(=O)c1cccc(C(F)(F)F)c1 (stereo unspecified)	4	4	2	.	1	10	-12	-4	-1.6	2
O=C(COc1ccccc1)Nc1cc2c3c(c1)CC(=O)N3CCC2	-1	-2	1	-3	0	9	-3	3	1.2	-4
CC(C)(C)NC(=O)CC(CC(=O)O)c1ccccc1 (stereo unspecified)	3	-3	0	-5	-1	4	-3	16	2.2	0
O=C(O)c1ccc(NC(=O)c2ccc(COc3ccc(Cl)cc3)o2)cc1	7	-5	22	-14	-2	3	-28	10	0.1	2
NC1=NC(=O)/C(=C/c2ccccc2OCC(=O)Nc2ccc(F)cc2)S1	-6	-28	1	2	0	22	-1	20	-0.1	-2
COc1cc(/C=N/Nc2ccnc(=O)[nH]2)ccc1O	-6	4	0	-1	4	-1	1	3	-0.8	-2
O=C(O)C1CCCN(C(=O)/C=C/c2ccccc2)CC1 (stereo unspecified)	-3	-1	2	.	-2	-9	6	4	1.1	4
O=C(O)c1cccc(-c2nnn(Cc3ccccc3)n2)c1	-2	-2	3	4	1	2	4	6	0.0	1
CCOC(=O)c1ccc(N2C(=O)CC(SCC(=O)Nc3ccc(S(N)(=O)=O)cc3)C2=O)cc1 (stereo unspecified)	1	-1	7	-5	-1	-6	-3	-8	-0.1	-1
N#CC(c1nc2ccccc2nc1N1CCCC1)S(=O)(=O)c1cccs1 (stereo unspecified)	-2	-1	11	25	-5	-10	7	3	-2.5	-4
Cc1nnc(NC(=O)C2CC(=O)N(c3ccccc3)C2)s1 (stereo unspecified)	4	-3	2	2	0	4	6	12	-1.7	-2
COc1ccc(/C=N/NC(=O)c2ccc(Cn3cc([N+](=O)[O-])cn3)o2)c(OC)c1C	4	2	3	-1	-4	14	4	7	-0.9	-9
COc1ccc2oc(C(=O)NCC(c3ccco3)N(C)C)c(C)c2c1 (stereo unspecified)	0	-9	-4	5	4	-4	0	-6	3.6	0
COc1ccc(CN2C(=O)c3cccnc3C2=O)cc1S(=O)(=O)N1CCOc2ccccc21	-3	-6	5	2	-3	6	4	3	-0.8	3
Cc1nn(-c2ccccc2)c(C)c1/C=N/NC(=O)c1cc(O)cc(O)c1	-1	4	3	2	-1	8	-4	6	-1.3	-8

2 entries drawn at random from the list so far, as already listed:
SMILES	NPR1 activator	NR1D1 modulator	rCAG binder	HTRA1 inh	SMARCA2 act	ARFGAP1 inhibitor	ABHD4 inh	ASAP1 GAP inh	PG9 Ab binder	NPR2 activator
COc1cc(C(=O)NCC2CCCO2)ccc1OCc1ccccc1 (stereo unspecified)	1	1	-5	2	-3	-10	-2	-1	-1.0	-1
NC1=NC(=O)/C(=C/c2ccccc2OCC(=O)Nc2ccc(F)cc2)S1	-6	-28	1	2	0	22	-1	20	-0.1	-2

Carrying on:
SMILES	NPR1 activator	NR1D1 modulator	rCAG binder	HTRA1 inh	SMARCA2 act	ARFGAP1 inhibitor	ABHD4 inh	ASAP1 GAP inh	PG9 Ab binder	NPR2 activator
CN(C)CCNC(C(=O)Nc1cccc(S(=O)(=O)N2CCOCC2)c1)c1ccccc1 (stereo unspecified)	1	-2	-1	0	0	3	14	11	0.8	5
COc1ccc(-c2cc3nnc(-c4ccccc4)nc3s2)cc1	2	2	3	9	1	-7	2	4	3.4	-2
Cc1ccsc1/C=N/N1CCOCC1	0	0	0	-2	-2	0	0	4	1.0	1
Cc1ccc(S(=O)(=O)Nc2nc3ccccc3s2)cc1[N+](=O)[O-]	3	-5	45*	-10	-2	-2	-12	-4	0.8	3
COC(=O)[C@]1(Cc2ccccc2)N[C@H](c2ccc(-c3cccc(Cl)c3)cc2)[C@@H]2C(=O)N(C)C(=O)[C@@H]21	-3	-3	7	-34	1	-2	-15	21	-0.6	-6
Oc1cccc2ccc(/C=C/c3c(F)cccc3Cl)nc12	6	3	12	16	11*	-15	9	-7	1.1	-1
COc1ccc(S(=O)(=O)N2CCCCCC2)cc1C(=O)N(CC(C)C)C1CCS(=O)(=O)C1 (stereo unspecified)	0	0	-6	0	-1	1	0	13	1.2	-4
COC(=O)c1nnn(CC(=O)NC(=O)Nc2cccc(C)c2C)c1C(=O)OC	-5	1	-3	0	-3	10	9	9	2.6	0
CNC(=O)CC12CC3CC(CC(C3)C1)C2	-1	0	1	-2	0	8	6	5	2.5	4
CSCCC(NC(=O)c1cc(S(=O)(=O)N2CCOCC2)ccc1F)c1nc2ccccc2[nH]1 (stereo unspecified)	1	-4	2	1	-2	-5	-5	3	-1.0	-2
O=C(/C=C/c1ccccc1)N/C(=C\c1ccco1)C(=O)O	-1	-3	1	2	-3	-3	8	6	-1.7	1
C[C@@H]1CCN(C2CC2)S(=O)(=O)c2c(cccc2N2CC[C@H](N(C)C)C2)O1	1	1	5	.	0	.	-6	.	.	0
Cc1ccnc(NC(=O)CCNC(=O)c2ccc(Cl)cc2)c1	-2	-1	-5	1	3	4	2	-13	1.5	4
NS(=O)(=O)c1ccc(NC(=O)C2COc3ccccc3O2)cc1 (stereo unspecified)	-2	0	8	.	1	3	10	2	-0.1	1

Reformatted with each value named: entries from further up
O=C(/C=C/c1ccccc1)N/C(=C\c1ccco1)C(=O)O
  NPR1 activator: -1
  NR1D1 modulator: -3
  rCAG binder: 1
  HTRA1 inh: 2
  SMARCA2 act: -3
  ARFGAP1 inhibitor: -3
  ABHD4 inh: 8
  ASAP1 GAP inh: 6
  PG9 Ab binder: -1.7
  NPR2 activator: 1

C[C@@H]1CCN(C2CC2)S(=O)(=O)c2c(cccc2N2CC[C@H](N(C)C)C2)O1
  NPR1 activator: 1
  NR1D1 modulator: 1
  rCAG binder: 5
  HTRA1 inh: .
  SMARCA2 act: 0
  ARFGAP1 inhibitor: .
  ABHD4 inh: -6
  ASAP1 GAP inh: .
  PG9 Ab binder: .
  NPR2 activator: 0
